KB-V1 MDR tox = qHTS assay for MDR1-selective chemotherapeutics: Primary screen using the drug-selected MDR subline cells KB-V1. actives 3.4% (n = 400,000). Potency, µM (series often up to 46.1 µM), inactives show at the top dose activity change, negative = cytotoxicity, actives largely listed as cytotoxic. KB-V1 MDR cells viability, CellTiter-Glo, 72 h; further: potency means the concentration at half of the fitted maximal effect; on the % scale 0 is the no-effect control and ±100 the full control effect; nearly all actives have a fitted effect of over 60% in size
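Compound-treated KB-V1 multidrug-resistant cells, 72 h, 37 degrees C; viability by CellTiter-Glo. Fitted qHTS curves give the values.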
GLP-1R agonist = qHTS of GLP-1 Receptor Agonists | AID 624172, 2012 | actives 0.007% (n = 380,000) | HEK293 GLP-1R CRE-luciferase, luminescence, 4-6 h; cells express a hypersensitive GLP-1R form | Glucagon-like peptide 1 receptor (Homo sapiens), P43220 | Potency, µM (top dose mostly 45.6 µM), without a hit: top-dose activation, actives largely listed as activators; further: potency means the concentration at half of the fitted maximal effect; % of control where 0% means no effect
Target sequence (P43220 whole entry, looked up): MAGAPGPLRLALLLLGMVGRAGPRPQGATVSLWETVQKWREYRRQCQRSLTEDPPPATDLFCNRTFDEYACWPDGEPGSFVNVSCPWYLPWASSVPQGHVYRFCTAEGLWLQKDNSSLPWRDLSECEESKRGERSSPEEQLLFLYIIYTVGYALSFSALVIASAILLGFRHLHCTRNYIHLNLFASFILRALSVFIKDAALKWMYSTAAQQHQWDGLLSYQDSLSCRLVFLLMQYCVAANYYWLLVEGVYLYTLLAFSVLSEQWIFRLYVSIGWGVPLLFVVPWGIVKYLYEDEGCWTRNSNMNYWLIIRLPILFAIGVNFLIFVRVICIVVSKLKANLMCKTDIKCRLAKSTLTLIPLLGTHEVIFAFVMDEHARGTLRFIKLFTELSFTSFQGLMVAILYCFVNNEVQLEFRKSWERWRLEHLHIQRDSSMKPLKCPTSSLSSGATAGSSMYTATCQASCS
KB-3-1 cytotox = qHTS assay for MDR1-selective chemotherapeutics: Primary screen using the parental adenocarcinoma cell KB-3-1; Potency, µM (titrated, usually from 46.1 µM), for the others: at the top dose activity change, negative = cytotoxic, hits mostly cytotoxic; KB-3-1 viability, CellTiter-Glo ATP luminescence, 72 h; actives 1.4% (n = 400,000); further: potency means the concentration at half of the fitted maximal effect; on the % scale 0 is the no-effect control and ±100 the full control effect; nearly all actives have a fitted effect of over 60% in size
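Using CellTiter-Glo luminescence, growth of non-resistant KB-3-1 adenocarcinoma cells is assessed 72 h after pin-tool compound addition at 37 °C. Normalized responses across the concentration series yield fitted curves.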
HT1080-NT tox = qHTS for induction of synthetic lethality in tumor cells producing 2HG: qHTS for the HT-1080-NT fibrosarcoma cell line. Potency, µM (top dose mostly 46.1 µM), for inactives: top-dose activity, negative = less viability, hits mostly cytotoxic. actives 1.6% (n = 360,000). HT-1080-NT fibrosarcoma viability, CellTiter-Glo ATP luminescence, 48 h;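 further: NT is the 2HG producing partner of a matched IDH1 knockdown line; potency means the concentration at half of the fitted maximal effect; 0% = DMSO-treated cells and -100% = media-only wells without cells; nearly all actives have a fitted effect of over 55% in size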
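Luminescent CellTiter-Glo readout after 48 hours of compound exposure at 37 degrees C defined viability of HT-1080-NT cells. Activity was normalized to DMSO wells and cell-free media wells; concentration-response curves were fitted and assigned curve classes.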
IL1B secr inh = qHTS for Inhibitors of Inflammasome Signaling: IL-1-beta AlphaLISA Primary Screen. THP-1 LPS/ATP IL-1B secretion, AlphaLISA, 16 h; active compounds read low. activity change, % at 57.5 µM. actives 4.7% (n = 360,000). AID 743279, 2014; in the data active means activity change below about -50%; inconclusive means mostly about -30% to -49%; further: on the % scale 0 is the no-effect control and ±100 the full control effect
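Secreted IL-1B measured by AlphaLISA bead assay after 16 h compound exposure of THP-1 cells; compounds (final up to 57.5 uM) added 1 h before LPS (250 ng/mL) and ATP (1.25 mM) stimulation; lower signal means less secretion.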
DRD3 antagonist = qHTS of D3 Dopamine Receptor Antagonist: qHTS | D(3) dopamine receptor (Homo sapiens), P35462 | D3R cells, DiscoveRx beta-arrestin luminescence, antagonist mode; active compounds read low | max response, negative = inhibition, % | actives 2.5% (n = 360,000); in the data active means max response below about -50%; inconclusive means no clear call, values can overlap the other calls; further: on the % scale 0 is the no-effect control and ±100 the full control effect; mostly tested at two doses, the higher about 12 µM
Target sequence (P35462 whole entry, looked up): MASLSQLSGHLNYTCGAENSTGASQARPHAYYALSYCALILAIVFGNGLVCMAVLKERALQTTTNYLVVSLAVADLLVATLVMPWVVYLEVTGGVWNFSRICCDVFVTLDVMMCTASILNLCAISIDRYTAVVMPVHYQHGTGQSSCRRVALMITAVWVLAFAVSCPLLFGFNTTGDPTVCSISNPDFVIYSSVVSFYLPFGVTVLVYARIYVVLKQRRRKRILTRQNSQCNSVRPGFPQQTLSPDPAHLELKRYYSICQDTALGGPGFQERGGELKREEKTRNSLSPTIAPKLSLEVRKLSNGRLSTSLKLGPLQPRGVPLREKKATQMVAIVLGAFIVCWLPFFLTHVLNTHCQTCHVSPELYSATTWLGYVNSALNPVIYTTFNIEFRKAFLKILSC
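Cells plated overnight at 1500 cells/well, then exposed to library compounds with dopamine controls for 90 minutes at 37 degrees C. DiscoveRx reagent added for 30–60 minutes at room temperature; luminescence read, quantitative HTS format.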
DRD3 agonist = qHTS of D3 Dopamine Receptor Agonist: qHTS. max activation, %. D3R DiscoveRx beta-arrestin cells, luminescence, 90 min. actives 0.58% (n = 410,000). D(3) dopamine receptor (Homo sapiens), P35462; in the data active means max activation above about 30%; further: 0% is about no effect; mostly tested at two doses, the higher about 12 µM
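Agonist-mode cell screen: cells plated at 1500/well and incubated overnight at 37 °C, then exposed to library compounds for 90 min at 37 °C. Detection reagent was added for 30–60 min at room temperature, and luminescence was read.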
HT1080 IDH1KD tx = qHTS for induction of synthetic lethality in tumor cells producing 2HG: qHTS for the HT-1080-IDH1KD cell line. HT-1080 IDH1 knockdown viability, ATP luminescence, 48 h. AID 686971, 2013. actives 2% (n = 360,000). Potency, µM (titrated, usually from 46.1 µM), inactives show at the top dose activity, negative = toxicity, actives largely listed as cytotoxic;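 further: potency means the concentration at half of the fitted maximal effect; 0% = DMSO wells and -100% = cell-free medium wells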
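IDH1KD HT-1080 cells, 750/well, RPMI + 5% FBS; compound pinned after 2 h settling; 48 h, 37 °C; CellTiter-Glo luminescence; % activity normalised to DMSO and no-cell wells; curves fitted, classed by r2 and efficacy.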
SW480 rereplic = A quantitative high throughput screen for small molecules that induce DNA re-replication in SW480 colon adenocarcinoma cells; SW480 DNA re-replication, Hoechst DNA content imaging, 48 h; Potency, µM (titrated, usually from 46.1 µM), without a hit: top-dose re-replication activation, actives largely listed as activators; actives 1.8% (n = 340,000); further: potency means the concentration at half of the fitted maximal effect; % of control where 0% means no effect; nearly all actives have a fitted effect of over 55% in size
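Hoechst fluorescence of nuclei (405 nm excitation, 500-530 nm emission) measured by plate-scanning imager after 48 hr compound exposure at 37 C; re-replication scored as increased number of nuclei with elevated intensity.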
* hit, by the source's call; u = inconclusive; x = no result given; [ ] = remark or other dose. Unless noted, the call rests on the fitted dose curve; in most records, active means well fitted curve in the direction sought with a large enough effect; inconclusive means small, poorly fitted or top-dose-only effect, or another doubt; inactive means no such curve, though single readings can be large; an effect the other way counts as inactive or inconclusive.

SMILES	KB-V1 MDR tox	GLP-1R agonist	KB-3-1 cytotox	HT1080-NT tox	IL1B secr inh	DRD3 antagonist	DRD3 agonist	HT1080 IDH1KD tx	SW480 rereplic
CC(C)[C@H](CN(N=O)[C@@H](Cc1ccccc1)CN(C)N=O)N(CCc1ccccc1)N=O	-23%	11%	-18%	u	-6	-20	-23	-4%	27%
Cc1nc2ccccc2c(=O)n1-c1ccccc1C(F)(F)F	12%	0%	-2%	1%	15	12	1	3%	-8%
COc1ccc(CCNCc2ccc(F)cc2)cc1OC	2%	-7%	-2%	-2%	-3	0	2	-8%	-1%
N[C@@H](Cc1ccccc1)C(=O)N1C[C@H]2C[C@@H](C1)c1cccc(=O)n1C2	0%	6%	0%	-1%	11	-17	7	8%	5%
O=C(NCCCn1ccnc1)C(Cl)(Cl)Cl	-12%	-7%	4%	16%	12	3	4	2%	u
C/C(=N\N1CCCCCC1)c1c(O)n(-c2ccccc2C)c(=O)[nH]c1=O	-27%	12%	-1%	1%	4	71	10	2%	-4%
O=c1[nH]c2ccccc2n1C1CCN(C(CCc2ccccc2)c2nnnn2C2CCCC2)CC1 (centres undefined)	3.3µM*	2%	u	u	-55*	15	7	u	x
c1ccc(CCc2ccc3n2Cc2cnnn2-c2ccccc2-3)cc1	1%	1%	u	u	-58*	-20	-6	u	u
CCc1ccc(-n2c(O)c(C=NCCN(CC)CC)c(=O)[nH]c2=O)cc1	1%	-38%[inhibitor]	-2%	12%	0	2	20	12%	1%
NP(=O)(OCC(F)(F)F)Oc1cccc2ccccc12 (centres undefined)	-22%	3%	-3%	-1%	-2	-20	-6	-7%	2%
O=c1c2ccccc2nc(-c2ccccc2)n1-c1ccc(O)cc1	10%	5%	-8%	18%	7	13	-3	-7%	-17%
CC(C)C12CN3CC(C(C)C)(CN(C1)C3c1cccnc1)C2=O (centres undefined)	-7%	-10%	-1%	1%	6	-2	-2	1%	-1%[9.22 µM]
CCOC(=O)CNC(=O)N1Cc2cc(-c3cccc(F)c3)ccc2-n2nncc2C1	8%	12%	0%	6%	-15	0	4	6%	x
COC(=O)C1=C(c2ccc(OC)c(OC)c2)C[C@@H]2CC[C@H]1N2C(=O)NCCCOC(C)C	-12%	2%	13%	4%	17	1	5	13%	0%[9.22 µM]
O=c1cccc2n1CC1CC2CN(c2nc(N3CCCCC3)nc(N3CCCCC3)n2)C1 (centres undefined)	-8%	9%	11%	1%	42	-18	8	1%	-8%[1.84 µM]
O=C1N=c2ccccc2=C/C1=C\c1c(O)[nH]c(=S)[nH]c1=O	-3%	-7%	-1%	6%	-7	-13	-2	8%	-2%
O=C(Nc1cccc(C(F)(F)F)c1)c1cccn(Cc2ccc3c(c2)OC(F)(F)O3)c1=O	-16%	-4%	-18%	-5%	-14	17	-3	-7%	-2%
CN1C2CCC1CC(OC(=O)c1cccc(O)c1)C2 (centres undefined)	0%	-2%	0%	1%	0	-6	-12	0%	4%
C=CCn1c(O)c(C(C)=NCc2cc(OC)cc(OC)c2)c(=O)[nH]c1=O	3.3µM*	17%	5.2µM*	3.7µM*	71	9	-3	5.8µM*	5%
COc1cccc(NC2=NCCCS2)c1	-14%	-10%	-16%	1%	-2	6	-4	-1%	-20%

Complete entries as entered above. Values in the order: KB-V1 MDR tox, GLP-1R agonist, KB-3-1 cytotox, HT1080-NT tox, IL1B secr inh, DRD3 antagonist, DRD3 agonist, HT1080 IDH1KD tx, SW480 rereplic
`C=CCn1c(O)c(C(C)=NCc2cc(OC)cc(OC)c2)c(=O)[nH]c1=O` across the screens: 3.3µM*, 17%, 5.2µM*, 3.7µM*, 71, 9, -3, 5.8µM*, 5%
`O=c1c2ccccc2nc(-c2ccccc2)n1-c1ccc(O)cc1` across the screens: 10%, 5%, -8%, 18%, 7, 13, -3, -7%, -17%

Remaining list, next part:
SMILES	KB-V1 MDR tox	GLP-1R agonist	KB-3-1 cytotox	HT1080-NT tox	IL1B secr inh	DRD3 antagonist	DRD3 agonist	HT1080 IDH1KD tx	SW480 rereplic
CN1C[C@@H]2C[C@@H](c3cccn3-c3ccccn3)N3CCC[C@@]23C1=O	2%	0%	12%	-9%	19	-10	4	-1%	7%
COc1ccc2c(c1)C(NC(C)=O)CCc1cc(OC)c(OC)c(OC)c1-2 (centres undefined)	0.37µM*	0%	0.15µM*	0.0058µM*	30	-14	-4	u	0.058µM*
Cc1cc(O)c2c(c1)C(=O)c1cc(O)cc(O)c1C2=O	u	2%	u	-30%	-13	-17	-64	-22%	-48%[inhibitor]
CC(C)CNC(=O)c1c(N)n(Cc2ccc3c(c2)OCO3)c2nc3ccccc3nc12	u	4%	u	21µM*	u	87	7	16µM*	2.6µM*
Fc1ccc(CNCCc2c[nH]c3ccccc23)cc1	27%	8%	20%	u	-81*	-26	-18	u	15%
CC1(C)Cc2c(c(N3CCOCC3)nc3sc4c(NCc5ccccc5)nnnc4c23)CS1	-18%	11%	u	0%[9.24 µM]	-21	-13	-8	-11%	u

In a second layout: 12 of the compounds above.
Order of results: KB-V1 MDR tox | GLP-1R agonist | KB-3-1 cytotox | HT1080-NT tox | IL1B secr inh | DRD3 antagonist | DRD3 agonist | HT1080 IDH1KD tx | SW480 rereplic
O=c1cccc2n1CC1CC2CN(c2nc(N3CCCCC3)nc(N3CCCCC3)n2)C1 (centres undefined)
  -8% | 9% | 11% | 1% | 42 | -18 | 8 | 1% | -8%[1.84 µM]
O=C1N=c2ccccc2=C/C1=C\c1c(O)[nH]c(=S)[nH]c1=O
  -3% | -7% | -1% | 6% | -7 | -13 | -2 | 8% | -2%
O=C(Nc1cccc(C(F)(F)F)c1)c1cccn(Cc2ccc3c(c2)OC(F)(F)O3)c1=O
  -16% | -4% | -18% | -5% | -14 | 17 | -3 | -7% | -2%
CN1C2CCC1CC(OC(=O)c1cccc(O)c1)C2 (centres undefined)
  0% | -2% | 0% | 1% | 0 | -6 | -12 | 0% | 4%
C=CCn1c(O)c(C(C)=NCc2cc(OC)cc(OC)c2)c(=O)[nH]c1=O
  3.3µM* | 17% | 5.2µM* | 3.7µM* | 71 | 9 | -3 | 5.8µM* | 5%
COc1cccc(NC2=NCCCS2)c1
  -14% | -10% | -16% | 1% | -2 | 6 | -4 | -1% | -20%
CN1C[C@@H]2C[C@@H](c3cccn3-c3ccccn3)N3CCC[C@@]23C1=O
  2% | 0% | 12% | -9% | 19 | -10 | 4 | -1% | 7%
COc1ccc2c(c1)C(NC(C)=O)CCc1cc(OC)c(OC)c(OC)c1-2 (centres undefined)
  0.37µM* | 0% | 0.15µM* | 0.0058µM* | 30 | -14 | -4 | u | 0.058µM*
Cc1cc(O)c2c(c1)C(=O)c1cc(O)cc(O)c1C2=O
  u | 2% | u | -30% | -13 | -17 | -64 | -22% | -48%[inhibitor]
CC(C)CNC(=O)c1c(N)n(Cc2ccc3c(c2)OCO3)c2nc3ccccc3nc12
  u | 4% | u | 21µM* | u | 87 | 7 | 16µM* | 2.6µM*
Fc1ccc(CNCCc2c[nH]c3ccccc23)cc1
  27% | 8% | 20% | u | -81* | -26 | -18 | u | 15%
CC1(C)Cc2c(c(N3CCOCC3)nc3sc4c(NCc5ccccc5)nnnc4c23)CS1
  -18% | 11% | u | 0%[9.24 µM] | -21 | -13 | -8 | -11% | u

Screening results from PubChem BioAssay.

Not all compounds are listed. The share of hits here may be higher or lower than overall.
